GPR151 activ = human GPR151 activation; PathHunter beta-arrestin GPR151 cells, luminescence; activation, % at 11.2 µM; actives 1% (n = 650,000); AID 1508602; Q8TDV0; in the data active means activation above about 4.9%;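 further: 0% = median of compound wells and 100% = cells with positive control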
Target sequence (Q8TDV0 whole entry, looked up): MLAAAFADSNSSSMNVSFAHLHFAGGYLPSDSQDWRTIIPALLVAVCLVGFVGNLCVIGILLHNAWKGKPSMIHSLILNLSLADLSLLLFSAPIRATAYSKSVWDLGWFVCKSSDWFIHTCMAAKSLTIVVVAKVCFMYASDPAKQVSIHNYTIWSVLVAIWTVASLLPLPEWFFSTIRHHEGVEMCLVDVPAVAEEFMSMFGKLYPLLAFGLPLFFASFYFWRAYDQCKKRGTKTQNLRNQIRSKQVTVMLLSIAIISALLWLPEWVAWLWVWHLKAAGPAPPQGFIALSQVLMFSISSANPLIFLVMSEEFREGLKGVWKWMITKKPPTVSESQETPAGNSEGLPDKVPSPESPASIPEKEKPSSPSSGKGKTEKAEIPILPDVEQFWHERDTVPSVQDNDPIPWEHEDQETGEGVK
MITF inh = inhibitors of human MITF | O75030 | AlphaScreen MITF homodimerization, bead proximity signal | inhibition, % at 2.6 µM | actives 0.91% (n = 650,000); in the data active means inhibition above about 50%;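 further: 0% = vehicle wells with protein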
Target sequence (O75030 whole entry, looked up): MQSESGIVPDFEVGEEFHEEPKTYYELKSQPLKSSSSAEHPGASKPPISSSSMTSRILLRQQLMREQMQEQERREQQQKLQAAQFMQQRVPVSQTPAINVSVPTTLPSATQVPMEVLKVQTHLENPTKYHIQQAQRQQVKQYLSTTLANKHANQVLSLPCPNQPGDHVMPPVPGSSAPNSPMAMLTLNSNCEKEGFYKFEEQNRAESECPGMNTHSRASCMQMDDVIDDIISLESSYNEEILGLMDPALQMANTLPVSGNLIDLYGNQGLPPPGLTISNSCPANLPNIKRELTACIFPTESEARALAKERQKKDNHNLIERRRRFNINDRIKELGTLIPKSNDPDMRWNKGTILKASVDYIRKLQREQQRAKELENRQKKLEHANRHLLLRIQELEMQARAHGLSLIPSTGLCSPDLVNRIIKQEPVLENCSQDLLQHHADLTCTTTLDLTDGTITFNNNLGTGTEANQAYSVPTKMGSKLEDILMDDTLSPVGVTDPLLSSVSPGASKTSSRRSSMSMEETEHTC
TEAD-YAP inh = TEAD-YAP interaction inhibition; HEK-TIYL cells, TEAD-Gal4/YAP UAS-luciferase luminescence; inhibition, % at 9.12 µM; actives 1.4% (n = 640,000); in the data active means inhibition above about 32%;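 further: 0% = median of test compound wells and 100% = reference inhibitor wells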
FBW7 act = human FBW7 E3 ligase activation, primary screen | AlphaScreen FBW7–phospho-cyclin E peptide binding, activator screen | normalized activity (activation), % at 26.1 µM | actives 0.13% (n = 650,000) | AID 1259310; in the data active means normalized activity above about 1.9%;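 further: purified mutant Fbw7 with reduced substrate affinity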
Starred values were filed as active, the others as inactive; & = joins results of further samples. This is a subset; the hit share may differ from the screen's.

Cc1cc2c(c(C(C)(C)C)c1)O[P+](=O)Oc1c(cc(C)cc1C(C)(C)C)C2 was read as GPR151 activ 3.8, MITF inh 12, TEAD-YAP inh 6 and FBW7 act 0.1.
For COc1ccc(C(=O)Nc2ccc(Cl)cc2C(=O)c2ccccc2)c(OC)c1 the results were GPR151 activ -1.7, MITF inh 20, TEAD-YAP inh -3 and FBW7 act 0.0.
Cc1cc(C)cc(N2C(=O)CC(=O)NC2=S)c1 was read as GPR151 activ 0.5, MITF inh 2, TEAD-YAP inh 7 and FBW7 act -0.1.
CCOc1c(Br)cc(C=C(C#N)C#N)cc1OC was read as GPR151 activ 0.6, MITF inh 1, TEAD-YAP inh 5 and FBW7 act -0.1.
For COCc1nc2ccccc2c(=O)n1-c1ccc(F)cc1 the results were GPR151 activ 1.1, MITF inh 13, TEAD-YAP inh 7 and FBW7 act 0.1.
Screening CCCCOC(=O)C1=C(N)OC(C)=C(C(=O)OCCOC)C12C(=O)Nc1ccccc12 (stereo unspecified) returned GPR151 activ 5.3*, MITF inh 1, TEAD-YAP inh 7 and FBW7 act 0.0.
Screening CC12CN3CN(C1)CC(C)(C3)C2=O returned GPR151 activ 0.5, MITF inh 2, TEAD-YAP inh 3 and FBW7 act 0.0.
For CCOc1ccccc1NC(=O)N1CCC2(CC1)OCCO2 the results were GPR151 activ 13*, MITF inh 11, TEAD-YAP inh 8 and FBW7 act 0.0.
`O=C1NC(=O)C(Cc2ccccc2F)(Cc2ccccc2F)C(=O)N1` gave GPR151 activ -0.6, MITF inh -8, TEAD-YAP inh 7 and FBW7 act -0.1.
`C=CCN1C(=O)C2(C(C(=O)OCC)=C(N)OC3=C2C(=O)CCC3)c2ccccc21` (stereo unspecified) gave GPR151 activ 1.2, MITF inh -9, TEAD-YAP inh 5 and FBW7 act 0.1.
Screening COc1ccc(/C=N/N=C(\N)N[N+](=O)[O-])cc1 returned GPR151 activ 0.8, MITF inh -17, TEAD-YAP inh -12 and FBW7 act -0.2.
Cc1cccc(C2=NCC(=O)Nc3sc(C)cc32)c1 was read as GPR151 activ -0.8, MITF inh 7, TEAD-YAP inh -8 and FBW7 act 0.1.
O=C1OC(c2cncc(Br)c2)=N/C1=C\c1ccc(Cl)cc1Cl was read as GPR151 activ -0.6, MITF inh 2, TEAD-YAP inh -2 and FBW7 act 0.1.
`O=C(Oc1cccc2cccnc12)c1cc(S(=O)(=O)N2CCOCC2)ccc1Cl` gave GPR151 activ -0.5, MITF inh -3, TEAD-YAP inh -11 and FBW7 act -0.4.
For N/C(=N\[N+](=O)[O-])N1CCN(C(=O)c2ccco2)CC1 the results were GPR151 activ -0.5, MITF inh -5, TEAD-YAP inh -5 and FBW7 act -0.1.

Looked up one by one from the list above:
CCOc1c(Br)cc(C=C(C#N)C#N)cc1OC was read as GPR151 activ 0.6, MITF inh 1, TEAD-YAP inh 5 and FBW7 act -0.1.
Screening COc1ccc(/C=N/N=C(\N)N[N+](=O)[O-])cc1 returned GPR151 activ 0.8, MITF inh -17, TEAD-YAP inh -12 and FBW7 act -0.2.
For CCOc1ccccc1NC(=O)N1CCC2(CC1)OCCO2 the results were GPR151 activ 13*, MITF inh 11, TEAD-YAP inh 8 and FBW7 act 0.0.
For COCc1nc2ccccc2c(=O)n1-c1ccc(F)cc1 the results were GPR151 activ 1.1, MITF inh 13, TEAD-YAP inh 7 and FBW7 act 0.1.
For N/C(=N\[N+](=O)[O-])N1CCN(C(=O)c2ccco2)CC1 the results were GPR151 activ -0.5, MITF inh -5, TEAD-YAP inh -5 and FBW7 act -0.1.
Cc1cc(C)cc(N2C(=O)CC(=O)NC2=S)c1 was read as GPR151 activ 0.5, MITF inh 2, TEAD-YAP inh 7 and FBW7 act -0.1.

New compounds follow.
Screening CCCCCn1c(=O)c(C(=O)Nc2ccc(C)cc2)c(O)c2ccccc21 returned GPR151 activ 1.7, MITF inh 3, TEAD-YAP inh -4 and FBW7 act 0.1.
For CCn1c(P(C)(=O)O)nc2ccccc21 the results were GPR151 activ -2.4, MITF inh 0, TEAD-YAP inh -12 and FBW7 act 0.0.
Cc1c([C@@H](C)C2NC[C@@H](C)C[C@H]2O)ccc2c1C[C@@H]1[C@H]2CC=C2C[C@@H](O)CC[C@@]21C (stereo partly specified) was read as GPR151 activ -1.7, MITF inh 27, TEAD-YAP inh 12 and FBW7 act 0.1.
`Cc1ccc(-n2c(-c3ccncc3)nc3ccccc3c2=O)cc1` gave GPR151 activ -1.0, MITF inh -18, TEAD-YAP inh 0 and FBW7 act 0.0.
`NC(Cc1ccccc1)c1nc(-c2ccccc2)no1` (stereo unspecified) gave GPR151 activ 3.9, MITF inh -3, TEAD-YAP inh -6 and FBW7 act 0.1.
`C=CCc1cc(/C=C2/C(=O)NC(=O)N(C)C2=O)cc(OC)c1O` gave GPR151 activ 0.1, MITF inh 3, TEAD-YAP inh 0 and FBW7 act -0.4.
CN(C)C(=O)Oc1ccc(OC(=O)N(C)C)cc1 was read as GPR151 activ -0.7, MITF inh -2, TEAD-YAP inh 7 and FBW7 act -0.1.
For COc1cccc(C2C(C#N)=C(N)Oc3n[nH]c(-c4cc(C)sc4C)c32)c1 (stereo unspecified) the results were GPR151 activ 0.5, MITF inh 6, TEAD-YAP inh 4 and FBW7 act 0.2.
O=c1c2ccccc2nc(/C=C/c2ccc([N+](=O)[O-])cc2)n1-c1ccccc1 was read as GPR151 activ -1.7, MITF inh 22, TEAD-YAP inh 5 and FBW7 act 0.4.
`COc1ccc2cc(C(=O)O)n(Cc3ccccc3)c2c1` gave GPR151 activ -0.8, MITF inh 10, TEAD-YAP inh 5 and FBW7 act 0.6.
Screening CCN(CC)P1(=S)OC(c2ccc(F)cc2)=Nc2c1c(C)nn2CCC#N (stereo unspecified) returned GPR151 activ 1.2, MITF inh 9, TEAD-YAP inh 8 and FBW7 act -0.3.
For C=CCn1cc(C=C2C(=O)N(C)C(=O)N(C)C2=O)c2ccccc21 the results were GPR151 activ -1.4, MITF inh 3, TEAD-YAP inh 1 and FBW7 act -0.3.
Screening C#CC1(O)CCC2C3CCC4=CC(=O)CCC4(C)C3CCC21C (stereo unspecified) returned GPR151 activ -0.7&-0.7, MITF inh -6&6, TEAD-YAP inh -15&-5 and FBW7 act -0.1&0.1.
`O=C1NC(=O)C(=Cc2ccc(Sc3nc4ccccc4[nH]3)o2)C(=O)N1` gave GPR151 activ 1.0, MITF inh 26, TEAD-YAP inh 3 and FBW7 act -0.5.
CCN1CCN(Cc2c(F)cccc2Cl)CC1 was read as GPR151 activ -0.1, MITF inh 13, TEAD-YAP inh 1 and FBW7 act 0.2.
For O=C1C2CCCN2C(c2cccnc2)N1c1cccc(Cl)c1 (stereo unspecified) the results were GPR151 activ -0.1, MITF inh -3, TEAD-YAP inh -5 and FBW7 act -0.3.
COc1cccc(N2C(=O)NC(=O)C(CCc3ccncc3)(CCc3ccncc3)C2=O)c1 was read as GPR151 activ -0.8, MITF inh 9, TEAD-YAP inh -11 and FBW7 act 0.0.
For CCOC(=O)C1=C(N)OC(CC(=O)OC)=C(C(=O)OC)C12C(=O)Nc1ccccc12 (stereo unspecified) the results were GPR151 activ -0.5, MITF inh 5, TEAD-YAP inh 0 and FBW7 act -0.1.
Cc1ccc(C2=CCN(CC(=O)Nc3nc(C)c(C)s3)CC2)o1 was read as GPR151 activ 0.0, MITF inh 13, TEAD-YAP inh -24 and FBW7 act 0.2.
`Cc1nc2ccccc2c(=O)n1-c1ccc(O)cc1` gave GPR151 activ 0.1, MITF inh 4, TEAD-YAP inh 0 and FBW7 act 0.3.
CCCSc1nc2ccccc2c(=O)n1-c1cccc(C)c1 was read as GPR151 activ -0.1, MITF inh 8, TEAD-YAP inh -9 and FBW7 act -0.1.
`CCOC(=O)C1(c2ccccc2)CCN(CCC(=O)Nc2nccs2)CC1` gave GPR151 activ 0.0, MITF inh -4, TEAD-YAP inh -6 and FBW7 act -0.2.
O=c1c2ccccc2nc(C[n+]2ccccc2)n1-c1ccccc1C(F)(F)F was read as GPR151 activ 0.1, MITF inh -20, TEAD-YAP inh 3 and FBW7 act -0.1.
Screening O=C1CC(=O)N(c2cccc(F)c2)C(=O)N1 returned GPR151 activ 2.7, MITF inh 2, TEAD-YAP inh 0 and FBW7 act 0.0.
Screening CCOc1ccc(CN2CCN(C(C)C)C(CCO)C2)cc1 (stereo unspecified) returned GPR151 activ 2.5, MITF inh -3, TEAD-YAP inh 3 and FBW7 act -0.1.
Screening COc1cc(N2CCNCC2)ccc1[N+](=O)[O-] returned GPR151 activ 1.3, MITF inh -7, TEAD-YAP inh 2 and FBW7 act 0.1.
`CC[C@@]1(O)C(=O)OCc2c1cc1n(c2=O)Cc2cc3c(O)cccc3nc2-1` gave GPR151 activ -2.3, MITF inh 34, TEAD-YAP inh 78* and FBW7 act -0.2.
Screening COc1ccc(C(=O)Nc2ccc(Cl)cc2C(=O)c2ccccc2)cc1 returned GPR151 activ -0.8, MITF inh 11, TEAD-YAP inh -7 and FBW7 act 0.3.
`COc1cccc(OC)c1C1=NCC(=O)Nc2c1oc1ccc(Br)cc21` gave GPR151 activ 5.7*, MITF inh 5, TEAD-YAP inh 58* and FBW7 act 0.0.
`COc1ccc(CN2CCN(Cc3ccccc3Cl)CC2)cc1` gave GPR151 activ -0.5, MITF inh 81*, TEAD-YAP inh 3 and FBW7 act -0.1.
`CCCCCn1c(=O)c(C(=O)Nc2ccc(N)cc2)c(O)c2ccccc21` gave GPR151 activ 1.7, MITF inh -5, TEAD-YAP inh -1 and FBW7 act -0.5.
O=C(OCCN1CNC(=N[N+](=O)[O-])NC1)C1CCCCC1 was read as GPR151 activ -0.4, MITF inh 15, TEAD-YAP inh 4 and FBW7 act 0.2.
COc1ccc(CCNCc2ccc(C)o2)cc1OC was read as GPR151 activ 0.1, MITF inh -6, TEAD-YAP inh -9 and FBW7 act -0.3.
C=CCOC(=O)C1=C(N)OC(C)=C(C(=O)OCc2ccccc2)C12C(=O)Nc1ccccc12 (stereo unspecified) was read as GPR151 activ -0.6, MITF inh 20, TEAD-YAP inh -8 and FBW7 act 0.6.
Screening CC(C)CN1CCN2C(=O)CN(C)C(=O)[C@H]2C1 returned GPR151 activ 0.1, MITF inh -5, TEAD-YAP inh -6 and FBW7 act -0.1.
`CCc1ccc(CNCCc2ccc3c(c2)OCO3)cc1` gave GPR151 activ -0.6, MITF inh 31, TEAD-YAP inh -4 and FBW7 act -0.1.
Screening Cc1ccccc1-n1c(C)nc2ccc(I)cc2c1=O returned GPR151 activ -0.6, MITF inh 8, TEAD-YAP inh -7 and FBW7 act -0.1.
COCCNC(=O)CN1C2CCC1CC(O)(c1cccnc1)C2 (stereo unspecified) was read as GPR151 activ -1.5, MITF inh 3, TEAD-YAP inh 11 and FBW7 act -0.1.
Screening COc1cccc(N2CCN(Cc3cccc([N+](=O)[O-])c3)CC2)c1 returned GPR151 activ 0.5, MITF inh 51*, TEAD-YAP inh -10 and FBW7 act -0.1.
Screening Cc1ccc2c(c1)C1CN(C)CCC1N2C(=O)c1ccc(Cl)cc1 (stereo unspecified) returned GPR151 activ 0.3, MITF inh -3, TEAD-YAP inh 4 and FBW7 act -0.2.
Screening O=C(Nc1cccnc1)c1c(O)c2c(n(Cc3ccccc3)c1=O)CCCC2 returned GPR151 activ -0.3, MITF inh -4, TEAD-YAP inh -1 and FBW7 act 0.1.
Screening O=c1c2ccccc2nc(-c2ccccc2)n1-c1ccc(O)cc1 returned GPR151 activ 0.4, MITF inh -15, TEAD-YAP inh 9 and FBW7 act 0.1.
`NC(=O)C(Cl)c1ccc(Br)cc1` (stereo unspecified) gave GPR151 activ 0.8, MITF inh 2, TEAD-YAP inh 6 and FBW7 act -0.1.
For N=C1c2ccccc2CN1c1ccc(F)c(Cl)c1 the results were GPR151 activ -2.2, MITF inh 19, TEAD-YAP inh -17 and FBW7 act 0.1.
`CC(C)(O)[C@@H]1[C@H]2OC(=O)[C@@H]1[C@]1(O)CC3O[C@]34C(=O)O[C@H]2[C@@]41C` (stereo partly specified) gave GPR151 activ 1.2&0.3, MITF inh 11&-6, TEAD-YAP inh -6&5 and FBW7 act 0.1&-0.2.
C[C@]12COC(=O)C[C@@H]1CC[C@@H]1[C@@H]2CC[C@@]2(C)[C@H]1CC[C@]2(C)O was read as GPR151 activ 0.0, MITF inh 8 and FBW7 act 0.0.
Screening CC(Cc1cccs1)NC1CCN(c2ccc(NC(=O)c3cnccn3)cc2)CC1 (stereo unspecified) returned GPR151 activ -0.2, MITF inh -4, TEAD-YAP inh -11 and FBW7 act -0.1.
CCOC(=O)C1C2NC(=S)N(c3cccc(Cl)c3)C1(C)Oc1c(OC)cccc12 (stereo unspecified) was read as GPR151 activ -1.3, MITF inh 52*, TEAD-YAP inh 3 and FBW7 act -0.2.

Assay outcomes deposited in PubChem by The Scripps Research Institute Molecular Screening Center.
